# High-throughput results as filed in PubChem.
# HCV NS3 hel inh: inhibitors of HCV NS3 helicase, primary screen, biochemical, Cy5 molecular beacon fluorescence; Hepatitis C virus NS3 helicase; NS3 helicase DNA unwinding; inhibition, % at 10.9 µM; actives 0.56% (n = 290,000); AID 1800, 2009;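 active = inhibition above the mean of all tested compounds plus 3 SD, set per campaign, cut at about 35% in these data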;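 note: 0% = DMSO wells and 100% = thioflavine S control wells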
#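 assay system = NS3 helicase fragment of HCV | buffer or medium = MOPS pH 6.5, MgCl2, DTT, Tween20, BSA | timing = 60 min unwinding reaction at 25 °C after ATP addition | signal = Cy5 beacon fluorescence read at start and 1 h | read-out basis = % inhibition of unwinding | control set = low DMSO, high thioflavine S at 110 µM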
# FID counter: compounds displacing fluorescent DNA intercalator, primary screen, artefact control for HCV NS3 helicase inhibitor project, biochemical, FID fluorescence. DNA fluorescent intercalator displacement. actives 0.17% (n = 290,000). inhibition, % at 7.9 µM; in the data active = inhibition above about 37%;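 note: 0% = vehicle and 100% = reference compound; higher means more ethidium bromide displaced from hairpin DNA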
# IMP-1 inhibitor: IMP-1 metallo-beta-lactamase inhibitors, primary screen, biochemical, epi-absorbance readout, Pseudomonas aeruginosa enzyme. inhibition, % at 5.6 µM. metallo-beta-lactamase IMP-1 (Pseudomonas aeruginosa). AID 1556, 2009. actives 0.45% (n = 290,000). purified IMP-1, nitrocefin hydrolysis, epi-absorbance fluorescence;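 active = inhibition above the mean plus 3 SD of all compounds in the same screening run, cut at about 4.5% in these data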;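 note: 0% = IMP-1 with DMSO and 100% = DMSO wells lacking enzyme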
#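 system = purified recombinant IMP-1 beta-lactamase | amount = 0.2 nM IMP-1, as dispensed | medium = HEPES buffer pH 7.1 with ZnSO4 and Brij 35 | times = 25 °C, 15 min preincubation, 25 min reaction | detection = plate fluorescence quenching by hydrolysis product, ex 480/em 530 nm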
# IDE cell activ: human IDE activators in live cells, primary screen, fluorescence polarization, HEK cells, FAbeta-B substrate. Insulin-degrading enzyme (Homo sapiens), P14735. FAbeta-B cleavage; 0% vehicle, 100% cell-free pure enzyme wells. activation, % at 5.96 µM. actives 0.073% (n = 340,000). AID 493087, 2011;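 active = activation above the mean of all tested compounds plus 3 SD, set per screening campaign, cut at about 17% in these data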
# IDE cell inh: human IDE inhibitors in live cells, primary screen, fluorescence polarization, HEK cells, FAbetaB substrate; Insulin-degrading enzyme (Homo sapiens), P14735; FAbetaB cleavage; inhibition, % at 5.59 µM; actives 0.41% (n = 320,000);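 active = percent inhibition above the average of all tested compounds plus 3 SD, set per screening campaign, cut at about 16% in these data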;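 note: IDE supplied by intact live HEK cells; FP after avidin binding of uncleaved biotin substrate so inhibition keeps polarization high; 0% = DMSO wells and 100% = 60 µM reference IDE inhibitor Ii1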
# VIM-2 inhibitor: VIM-2 metallo-beta-lactamase inhibitors, primary screen, biochemical, epi-absorbance readout, Pseudomonas aeruginosa enzyme. inhibition, % at 5.6 µM. purified VIM-2, nitrocefin hydrolysis, epi-absorbance fluorescence. actives 0.89% (n = 290,000). AID 1527, 2009;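 active = inhibition above the mean of all tested compounds plus 3 SD, cutoff set per screening run, cut at about 7.5% in these data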;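 note: red hydrolysis product quenches plate fluorescence so inhibitors raise well fluorescence; 0% = enzyme with DMSO and 100% = DMSO without enzyme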
# M18AAP inhibitor: PfM18AAP inhibitors, malaria aminopeptidase, primary screen, biochemical, QFRET, recombinant enzyme. M18 aspartyl aminopeptidase (Plasmodium falciparum 3D7). H-Glu-NHMec fluorogenic cleavage. inhibition, % at 7.35 µM. actives 1.2% (n = 290,000);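 active = inhibition above the campaign mean inhibition over all tested compounds plus 3 SD, cut at about 28% in these data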;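 note: 0% = plate median of test compound wells and 100% = 2 mM ZnCl2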
# p-CIP stab down: p/CIP-EGFP fusion destabilizers, primary screen, fluorescence, F442A cells | 16 h | actives 0.01% (n = 290,000) | Q05BA5 | decrease of EGFP signal, % at 10 µM;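 active = EGFP signal decrease of at least 30% at 10 µM or well 3 SD below plate mean, unless failing retest; inactive = the rest, including hits failing retest or dose response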; note: some compounds called inactive have numbers as strong as hits; many of its hits are not listed in these tables
# SUMO HTRF inh: inhibitors of in vitro SUMOylation cascade, primary screen, biochemical, HTRF, uHTS; SUMO-conjugating enzyme UBC9 (Homo sapiens), P63279; HTRF SUMOylation assay, SAE1/SAE2 + UBC9; inhibition, % at 35 µM; actives 0.36% (n = 290,000); AID 2006, 2009; in the data active = inhibition above about 50%, passing the limit was not always enough; note: strong numbers were not always called active
# Target sequence (P63279 whole entry, looked up): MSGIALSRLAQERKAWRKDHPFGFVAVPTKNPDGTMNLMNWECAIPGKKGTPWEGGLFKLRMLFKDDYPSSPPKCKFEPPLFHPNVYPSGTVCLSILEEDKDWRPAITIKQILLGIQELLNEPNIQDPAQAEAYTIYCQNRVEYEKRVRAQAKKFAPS
# * = called active by the depositor; x = not tested or not shown.
SMILES,HCV NS3 hel inh,FID counter,IMP-1 inhibitor,IDE cell activ,IDE cell inh,VIM-2 inhibitor,M18AAP inhibitor,p-CIP stab down,SUMO HTRF inh
CCCn1cc(SCC(=O)Nc2nnc(C)s2)c2ccccc21,0,-1,-1.5,5,-2,-0.4,1,-5,-1
O=C(c1cccc2ccccc12)C1CCCN(C(=O)CCN2CCCO2)C1 (configuration not stated),-2,-21,-1.4,5,-4,-1.7,0,-4,6
C[C@@H]1CC=C[C@H]2[C@H]1C(=O)N(Cc1ccccc1)[C@H]2c1ccoc1,x,x,x,3,-4,x,x,-3,7
C=CCNc1nc(-c2c(C)nc3sccn23)cs1,-5,-6,-5.3,1,9,0.2,8,-1,18
Cc1ccc(CNC(=O)c2oc3ccc(S(=O)(=O)N4CCOCC4)cc3c2C)cc1,-14,-31,-3.8,-9,10,-2.4,-3,-1,1
COc1cccc(OC)c1-c1nn2c(-c3ccccc3Cl)nnc2s1,-8,-12,-2.6,-8,4,3.1,-2,-14,26
CN(CC(=O)NC(=O)NCc1ccccc1)Cc1ccc(Cl)c(Cl)c1,-6,-11,-2.5,-6,2,-0.8,2,-6,0
CCOC(=O)C(C)On1c(-c2ccc(Cl)cc2)nc2ccc([N+](=O)[O-])cc21 (configuration not stated),-5,15,-0.8,-6,2,1.9,-13,1,22
CCOC(=O)Cc1nnc(NC(=O)CC)s1,7,-2,-5.7,4,0,-2.1,10,1,4
CC1(C)SC(=S)N(/N=C/c2ccccc2O)C1N(O)C(=O)Nc1ccccc1 (configuration not stated),-24,-2,-2.9,3,-3,-4.4,-2,0,-11
CCc1nc(SCC(=O)c2ccccc2)c2c(=O)n(C)c(=O)n(C)c2n1,1,-1,-1.6,-1,5,-3.3,5,-8,-16
Cc1ccc(NC(=O)C2CCC(CNc3c(N4CCC(C)CC4)c(=O)c3=O)CC2)cc1F (configuration not stated),-5,-1,-1.4,-11,5,1.5,-7,2,20
O=C1OCC=C1NNC(=O)c1cccnc1,16,4,-3.2,-2,6,-3.6,55*,-8,10
Cc1ccc(NC(=S)N2CCC(NC(=O)c3ccco3)CC2)cc1C,-3,-15,-2.0,5,3,-3.3,5,-8,4
CC(/C=N/NC(=O)c1nnn(-c2nonc2N)c1CN(C)C)=C\c1ccco1,9,-10,-4.1,-8,10,-2.0,11,-4,17
Cc1ccc(CNC(=O)c2ccc(N3CCc4ccccc43)c([N+](=O)[O-])c2)cc1,7,6,-4.5,6,-3,-1.0,0,-2,17
COc1c(N2CCN(C(=S)Nc3ccc(F)cc3)C(C)C2)c(F)cc2c(=O)c(C(=O)O)cn(C3CC3)c12 (configuration not stated),6,-1,-1.9,4,-1,-5.3,-1,-25,32
CC12CC3CC(C)(C1)CC(C(=O)Nc1nncs1)(C3)C2,7,-20,-0.2,4,-3,-1.1,3,-2,4
CCNC(=S)NCc1ccco1,1,1,-3.5,4,5,-2.9,-9,0,3
O=[N+]([O-])c1ccccc1OCCN1CCCC1,7,-11,-2.8,2,-8,-1.9,-5,-20,14
CC(=O)N1CCN(C2c3cccc4cccc(c34)C2NS(=O)(=O)c2ccccc2)CC1 (configuration not stated),-10,-29,0.6,4,4,-2.9,-3,-8,17
CCOC(=O)C1=C(CS(=O)(=O)c2ccccc2)NC(=O)NC1c1ccccc1OC (configuration not stated),-4,-31,-3.5,-4,2,-1.3,2,2,9
C=CCn1c(Cc2ccccc2)n[nH]c1=S,-10,-3,-3.1,1,3,-2.4,34*,-2,-6
O=C(O)CCCC(=O)Nc1ccc(Sc2ccc([N+](=O)[O-])cc2)cc1,16,-29,0.5,3,1,2.3,-9,-3,-5
Cc1cccc(N2CCN(C(=O)NCc3ccc(F)cc3)CC2)c1C,-11,-32,-2.7,0,3,-1.2,-2,-13,-2
O=C(NCc1ccccn1)C1CC(c2ccccc2Cl)=NO1 (configuration not stated),2,2,-4.2,4,4,-4.8,-3,-20,-2
CC(=O)N1CCc2cc(S(=O)(=O)CCC(=O)Nc3ccccc3F)ccc21,1,-7,-3.9,7,-3,-1.8,3,-4,9
NC(=O)c1ncn([C@@H]2O[C@H](CO)[C@@H](O)[C@H]2O)c1O,5,-4,-4.4,-1,1,-3.0,15,-16,-25
O=C(O)c1ccc(S(=O)(=O)N(CCc2ccccc2)Cc2ccc(Cl)cc2)cc1,45*,6,-2.2,7,8,-1.4,4,-18,11
O=C(Nc1ccc2nc3ccccc3nc2c1)c1ccc(Br)cc1,1,5,-2.3,0,0,-1.1,3,3,57*

# Arranged by formula weight (falling): part of the list above
SMILES,HCV NS3 hel inh,FID counter,IMP-1 inhibitor,IDE cell activ,IDE cell inh,VIM-2 inhibitor,M18AAP inhibitor,p-CIP stab down,SUMO HTRF inh
COc1cccc(OC)c1-c1nn2c(-c3ccccc3Cl)nnc2s1,-8,-12,-2.6,-8,4,3.1,-2,-14,26
Cc1cccc(N2CCN(C(=O)NCc3ccc(F)cc3)CC2)c1C,-11,-32,-2.7,0,3,-1.2,-2,-13,-2
CCOC(=O)Cc1nnc(NC(=O)CC)s1,7,-2,-5.7,4,0,-2.1,10,1,4

# Following part:
SMILES,HCV NS3 hel inh,FID counter,IMP-1 inhibitor,IDE cell activ,IDE cell inh,VIM-2 inhibitor,M18AAP inhibitor,p-CIP stab down,SUMO HTRF inh
Cc1cccnc1CCNC(=O)CC1C(=O)NCCN1CC1CCCCC1 (configuration not stated),-12,-17,-2.7,2,1,-3.3,-4,-11,-2
O=C(NCSc1ccnc(SCNC(=O)c2ccc(F)cc2)n1)c1ccc(F)cc1,-4,1,-2.3,-6,-2,-1.8,24,-15,8
COc1ccccc1N1C(=O)S/C(=C\c2cc(C)n(C)c2C)C1=O,4,-9,-0.9,0,-1,-2.9,11,-6,22
Cc1cc(Cl)ccc1OC(C)C(=O)Nc1ccc([N+](=O)[O-])cn1 (configuration not stated),-2,-1,-2.8,5,-3,-0.7,-9,-1,-1
CCC1CCCCN1CCCNC(=O)c1ccc2c(c1)N(Cc1c(F)cccc1Cl)C(=O)CS2 (configuration not stated),-61,18,-2.5,-3,5,-2.9,-2,-10,x
O=C(CN(C1CC1)S(=O)(=O)c1ccc(S(=O)(=O)NC2CCCCC2)cc1)Nc1ccccc1,-10,-23,0.4,-2,x,-1.3,8,-5,-5
Cc1ccc(CNc2ncnc(N)c2[N+](=O)[O-])cc1,-7,-2,-2.7,6,7,-2.4,-4,-12,11
COc1ccc(NC(=O)CCN2CCCCC2)cc1,5,0,-4.9,4,-1,-2.2,1,-3,9
CN(NC(=O)NN)c1ncc(C(F)(F)F)cc1Cl,0,-11,-3.1,7,3,-6.1,10,0,-8
COc1cc(NC(=O)Nc2cccc(C(C)=O)c2)cc(OC)c1OC,0,-21,-2.2,0,4,-1.1,2,0,-1
N#C/C(=C\c1ccccc1)C(=O)NCc1ccc(F)cc1,-7,-10,-3.2,-1,4,-2.6,20,-1,2
COC(=O)c1c(C)oc(C)c1S(=O)(=O)N1CCCC1,-1,-4,-2.6,1,4,-1.9,-2,-12,7
CCOc1ccc(NC(=O)c2nn(-c3ccc(OC)cc3OC)c(=O)c3ccccc23)cc1,2,1,-1.1,x,0,-2.0,0,-12,6
O=C(COc1cccc(NC(=O)c2ccco2)c1)c1ccccc1,2,-10,-3.0,-3,5,-4.1,4,-4,16
O=C(CSCc1ccc(Cl)cc1)NCCSCc1ccco1,7,-23,-2.4,6,1,-2.6,3,17,27
COc1ccc(OC)c(N(CC(=O)NCc2cccnc2)S(C)(=O)=O)c1,1,-3,-2.9,-4,7,-0.2,-2,3,20
CCOC(=O)c1cc(-c2ccc(OC)cc2F)nc2c1c(C)nn2CCC#N,7,-3,0.8,8,6,0.5,9,-15,11
CC(=O)N1CC2(c3ccccc3)CN(C(C)=O)CC(c3ccccc3)(C1)C2=O,20,-7,-2.4,-6,-4,-2.0,-16,-12,15
CNC(=O)COC(=O)c1nc(-n2nc(C)cc2C)ccc1Cl,-1,-2,-0.9,-3,5,0.5,-3,-7,11
Cc1ccc(C(C(=O)NCc2ccccc2)N(C(=O)c2ccccn2)c2ccccc2)o1 (configuration not stated),7,-36,-2.8,2,0,-2.0,2,-1,21
COC(=O)c1c(S(=O)(=O)NCc2ccccc2)sc(C(=O)O)c1C,2,-5,-3.4,0,9,-3.3,-3,-17,2
CCn1cc(C(=O)NCC(OC)OC)c(=O)c2cc(S(=O)(=O)N3CCOCC3)ccc21,11,-16,-2.7,3,3,-4.3,11,-9,10
CCOc1ccccc1NC(=O)Cn1ncc2ccc([N+](=O)[O-])cc21,0,-9,-2.4,4,0,-0.6,-3,-10,9
O=C(O)CC(NS(=O)(=O)c1ccc(Br)cc1)c1ccco1 (configuration not stated),5,-5,-0.6,3,-6,-1.3,-2,4,15
Cc1ccc(CN2CCC(N3CCC(C(=O)NCC4CCCO4)CC3)CC2)o1 (configuration not stated),1,0,-3.0,7,1,-2.8,3,-8,-10
Cc1cc(C(F)(F)F)n2nc(C)c(-c3ccc(Cl)cc3)c2n1,-4,1,-1.5,5,-1,-4.0,0,-4,0
Cc1ccc(C(=O)NC(=S)Nc2ccc(CN3CCCCC3)cc2)c(C)c1,-21,9,-0.3,3,-1,-1.4,-9,-7,14
CC(C)=NNC(=O)CN1C(=O)NC2NC(=O)NC21 (configuration not stated),-7,-2,-2.0,-2,8,-1.8,-4,-8,-1
Cc1c(CC(=O)O)c(=O)oc2c(C)c(OCc3ccccc3)ccc12,23,-29,-1.0,-1,x,-0.1,-15,-1,16
O=C(O)c1cccc(N/N=C/c2ccc(F)c(F)c2)c1,7,-13,1.0,1,4,1.8,9,12,6
CCOC(=O)c1nn(-c2ccc(C)cc2)c(=O)c2c(N)scc12,8,1,-3.2,2,-1,7.1,-4,-2,-4
CCCCCNC(=O)C(C#N)c1nc2ccccc2nc1N1CC(C)OC(C)C1 (configuration not stated),3,0,-3.2,x,x,-2.5,6,x,x
O=C(CCc1[nH]c2ccccc2c1Sc1ccccc1)NCCO,-8,1,-3.2,0,-5,-2.4,7,-6,7
O=c1c2ccccc2nc(SCc2ccccc2F)n1C1CCCC1,-10,1,-5.1,3,-4,-3.8,-2,-1,-6
CCOC(=O)CCSCC(=O)Nc1cc(C)on1,-9,-1,-2.8,1,5,-3.0,2,x,x
COc1ccc(C2N=C(N)N=C(N)N2c2ccc(C)cc2)cc1 (configuration not stated),1,8,0.5,2,-3,1.5,11,-4,13
Cc1c(CC(=O)N[C@H](C(=O)O)C(C)C)c(=O)oc2cc3c(cc12)CCC(C)(C)O3,21,-46,-4.1,-2,x,-4.3,-3,-12,16
